Assay outcomes (PubChem)
FBW7 activator: activators of human E3 ligase FBW7. AlphaScreen FBW7–phospho-cyclin E peptide binding, activator screen. normalized activity (activation), % at 26.1 µM. actives 0.13% (n = 650,000). AID 1259310; in the data active = normalized activity above about 1.9%;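 also: purified mutant Fbw7 with reduced substrate affinity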
GPR151 activ: activators of human GPR151. PathHunter beta-arrestin GPR151 cells, luminescence. activation, % at 11.2 µM. actives 1% (n = 650,000); in the data active = activation above about 4.9%;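 also: 0% = median of compound wells and 100% = cells with positive control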
Target sequence (Q8TDV0 whole entry, looked up): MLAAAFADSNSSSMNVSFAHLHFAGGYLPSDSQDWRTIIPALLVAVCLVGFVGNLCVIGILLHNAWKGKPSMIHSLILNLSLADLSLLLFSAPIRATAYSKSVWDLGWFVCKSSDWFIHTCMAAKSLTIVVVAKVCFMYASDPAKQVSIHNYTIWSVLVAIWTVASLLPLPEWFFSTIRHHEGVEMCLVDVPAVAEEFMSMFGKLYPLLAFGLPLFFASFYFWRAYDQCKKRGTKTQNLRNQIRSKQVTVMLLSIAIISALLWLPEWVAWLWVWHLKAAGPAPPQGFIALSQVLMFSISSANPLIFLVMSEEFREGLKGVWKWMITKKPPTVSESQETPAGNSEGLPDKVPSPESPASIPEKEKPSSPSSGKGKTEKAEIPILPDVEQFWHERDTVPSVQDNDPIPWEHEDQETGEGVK
MITF inh: human MITF inhibition, primary screen. AID 1259374. AlphaScreen MITF homodimerization, bead proximity signal. inhibition, % at 2.6 µM. actives 0.91% (n = 650,000); in the data active = inhibition above about 50%;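 also: 0% = vehicle wells with protein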
Target sequence (O75030 whole entry, looked up): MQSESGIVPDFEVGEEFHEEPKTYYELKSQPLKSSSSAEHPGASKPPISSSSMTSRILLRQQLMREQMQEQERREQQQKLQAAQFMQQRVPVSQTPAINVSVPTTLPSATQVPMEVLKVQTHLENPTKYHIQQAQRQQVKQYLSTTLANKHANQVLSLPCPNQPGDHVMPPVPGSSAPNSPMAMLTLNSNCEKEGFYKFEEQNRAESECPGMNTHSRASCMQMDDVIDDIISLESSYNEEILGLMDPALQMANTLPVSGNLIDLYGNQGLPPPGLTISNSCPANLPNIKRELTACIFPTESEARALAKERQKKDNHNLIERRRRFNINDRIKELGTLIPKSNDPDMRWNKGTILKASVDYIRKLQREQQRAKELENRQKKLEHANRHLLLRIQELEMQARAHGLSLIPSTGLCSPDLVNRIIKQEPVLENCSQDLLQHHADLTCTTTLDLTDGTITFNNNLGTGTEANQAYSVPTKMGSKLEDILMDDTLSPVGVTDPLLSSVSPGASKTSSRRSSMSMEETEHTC
TEAD-YAP inh: TEAD-YAP interaction inhibition; HEK-TIYL cells, TEAD-Gal4/YAP UAS-luciferase luminescence; inhibition, % at 9.12 µM; actives 1.4% (n = 640,000); in the data active = inhibition above about 32%;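 also: 0% = median of test compound wells and 100% = reference inhibitor wells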
* = called active by the depositor.

Screens by letter – A = FBW7 activator; B = GPR151 activ; C = MITF inh; D = TEAD-YAP inh
1. CN(C)S(=O)(=O)N1CCC(Oc2ccc(C(=O)NC3CCc4ccccc43)cc2)CC1 (stereo not given)
  A: -0.1 | B: -1.0 | C: -3 | D: -27
2. CCOc1cc(/C=C(\C#N)C(=O)NCCCOC)ccc1OCc1ccccc1Cl
  A: -0.1 | B: 2.6 | C: 6 | D: 11
3. COC(=O)c1ccc(COC(=O)/C=C/c2ccc([N+](=O)[O-])cc2)cc1
  A: -0.1 | B: 0.3 | C: -6 | D: -1
4. CCOc1ccc(C(=O)Nc2ccc(S(=O)(=O)Nc3cc(OC)nc(OC)n3)cc2)cc1
  A: -0.1 | B: -0.9 | C: 5 | D: -5
5. COc1cc(CNCCO)cc(Cl)c1OCc1ccccc1F
  A: -0.2 | B: 2.6 | C: 4 | D: -2
6. COc1cccc(OC)c1C(=O)NCCNc1nc(C)nc2sc3c(c12)CCCC3
  A: 0.1 | B: -0.7 | C: 0 | D: 1
7. O=C(CNS(=O)(=O)c1ccccc1)OCc1ccc(Cl)c(Cl)c1
  A: 0.0 | B: 1.7 | C: -11 | D: -10
8. O=C(/C=C/c1ccco1)NC(=S)NC12CC3CC(CC(C3)C1)C2
  A: -0.2 | B: 0.0 | C: 1 | D: -31
9. Cc1nc2ccc(S(=O)(=O)NCC(=O)N(C)C3CCCCC3)cc2s1
  A: 0.0 | B: -0.1 | C: 7 | D: 7
10. CCN1C(=O)/C(=C/c2c(N3CCC(C)CC3)nc3ccccn3c2=O)SC1=S
  A: -0.1 | B: 0.6 | C: 7 | D: 0
11. C=COCCCNCc1ccc(OC)cc1
  A: -0.1 | B: 0.0 | C: 24 | D: -5
12. CC(C)c1ccccc1NC(=O)COc1ccc(Br)cc1Br
  A: 0.7 | B: -1.2 | C: 6 | D: -5
13. Cc1ccc(C)c(NC(=O)c2ccc(NCCCN(C)Cc3ccccc3)c([N+](=O)[O-])c2)c1
  A: -0.5 | B: -0.8 | C: 5 | D: 1
14. CCS(=O)(=O)N1CCN(c2ccc([N+](=O)[O-])c(NC3CC3)c2)CC1
  A: -0.1 | B: 1.3 | C: -3 | D: -4
15. COc1ccc(C(=O)Nc2ccc(C(C)=O)cc2)cc1
  A: 0.0 | B: -6.2 | C: -8 | D: 4
16. CCOC(=O)c1c(Cl)nc(Cl)c(Cl)c1Nc1ccc2c(c1)OCO2
  A: -0.1 | B: 0.8 | C: 0 | D: 31
17. Cc1cc(C)cc(Nc2nnc(C)c(=O)[nH]2)c1
  A: -0.1 | B: -0.4 | C: 3 | D: -4
18. Cc1ccc(S(=O)(=O)Nc2ccc3oc(C)c(C(=O)OC(C)C)c3c2)cc1
  A: -0.1 | B: 0.4 | C: -9 | D: 8
19. CS(=O)(=O)N1CCCC(C(=O)N2CCN(c3nc4ccc(F)cc4s3)CC2)C1 (stereo not given)
  A: -0.2 | B: -0.7 | C: -19 | D: -2
20. COc1ccccc1/C=C1/SC(=Nc2cccc(C)c2)NC1=O
  A: -0.2 | B: -0.6 | C: 10 | D: -6
21. Cc1ccc(CCN2CC(C(=O)NC3CCCCC3C)CC2=O)cc1 (stereo not given)
  A: 0.0 | B: -1.0 | C: 6 | D: 4
22. Cc1cccc2c(C(=O)Nn3cnnc3)cc(-c3ccccc3Cl)nc12
  A: 1.0 | B: -0.4 | C: 17 | D: -5
23. COc1ccc(S(=O)(=O)N2CCCOC2CNC(=O)C(=O)NCc2ccncc2)cc1 (stereo not given)
  A: -0.2 | B: 1.0 | C: 1 | D: -3
24. CC(C)OCC(O)Cn1c(N=Nc2c(O)[nH]c3ccccc23)nc2c1c(=O)[nH]c(=O)n2C (stereo not given)
  A: -0.1 | B: 1.6 | C: 20 | D: 8
25. Cc1sc2ncnc(Nc3ccc(Cl)cc3)c2c1C
  A: 0.1 | B: 1.3 | C: -3 | D: -1
26. CC(=O)N1CN(S(=O)(=O)c2ccc(C)cc2)c2ccccc2N(S(=O)(=O)c2ccc(C)cc2)C1
  A: 0.0 | B: 1.4 | C: 5 | D: 7
27. COCCNC(=O)c1cc2oc3ccccc3c2n1C
  A: -0.1 | B: -1.5 | C: 32 | D: -70
28. CCOc1cc(-c2nc3ccccn3c2NCC2CCCO2)ccc1O (stereo not given)
  A: 0.7 | B: 0.4 | C: 9 | D: 7
29. CCOc1cc(C(=O)Nc2c(C)n(C)n(-c3ccccc3)c2=O)cc(OCC)c1OCC
  A: 0.3 | B: -0.8 | C: 4 | D: 7
30. Cc1nn(CCOc2cccc(Br)c2)c(C)c1[N+](=O)[O-]
  A: 0.2 | B: -0.8 | C: 3 | D: 1

Entries of single compounds, looked up by structure:
Entry for `COC(=O)c1ccc(COC(=O)/C=C/c2ccc([N+](=O)[O-])cc2)cc1` = FBW7 activator = -0.1; GPR151 activ = 0.3; MITF inh = -6; TEAD-YAP inh = -1
Entry for `Cc1nc2ccc(S(=O)(=O)NCC(=O)N(C)C3CCCCC3)cc2s1` = FBW7 activator = 0.0; GPR151 activ = -0.1; MITF inh = 7; TEAD-YAP inh = 7

Next section:
Screens by letter – A = FBW7 activator; B = GPR151 activ; C = MITF inh; D = TEAD-YAP inh
31. Cc1ccc(N=Cc2nc(-c3ccccc3Br)oc2O)c(Br)c1
  A: 0.1 | B: 2.1 | C: -3 | D: -2
32. CCCCn1c(SCc2ccccc2Cl)nc2ccsc2c1=O
  A: 0.0 | B: -1.2 | C: -6 | D: -9
33. CCOC(=O)CCCCCNCc1ccc(Cl)c([N+](=O)[O-])c1
  A: -0.1 | B: -0.7 | C: 15 | D: -1
34. CC(C)Oc1ccc(C(=O)N2CCCC2C(=O)O)cc1 (stereo not given)
  A: 0.2 | B: -1.4 | C: 15 | D: 12
35. CCOC(=O)CSc1ccc(C(=O)N2CCN(C)CC2)cc1[N+](=O)[O-]
  A: 0.1 | B: -0.5 | C: -4 | D: 10
36. CCOC(=O)N1CCN(CC(=O)c2ccc(O)c(C)c2O)CC1
  A: 0.0 | B: -0.2 | C: 3 | D: -7
37. COc1cc2nc(-c3cccc(N)c3)nc(NCc3cccnc3)c2cc1OC
  A: 0.0 | B: 0.0 | C: 5 | D: 9
38. O=C(NC1(C(F)(F)F)NC(=O)N(c2ccc(OC(F)(F)F)cc2)C1=O)c1cccnc1 (stereo not given)
  A: 1.1 | B: -0.4 | C: -25 | D: 4
39. Cc1ccc(C23CC4CC(CC(CNC(=O)c5cc(Cl)cc(Cl)c5)(C4)C2)C3)cc1
  A: -0.2 | B: 0.7 | C: 1 | D: -5
40. CCOc1ccc2cc(-c3csc(CC#N)n3)c(=O)oc2c1
  A: 0.1 | B: 0.6 | C: 1 | D: -37
41. CCC(C)NCc1c(C(=O)O)n(Cc2ccccc2F)c2cc(OC)ccc12 (stereo not given)
  A: 0.5 | B: 2.1 | C: 7 | D: -2
42. Cc1ccc(Cl)cc1NC(=O)CC(C(=O)O)N1CCNCC1 (stereo not given)
  A: 0.6 | B: -0.9 | C: 13 | D: -3
43. CCC(C)NC(=O)c1cn(CC)c2ccc(S(=O)(=O)N3CCC(C)CC3)cc2c1=O (stereo not given)
  A: 0.1 | B: 0.9 | C: 7 | D: 3
44. CNC(=O)c1ccc(-c2ccc(SC)cc2)nc1NCC1CC1
  A: -0.1 | B: 0.2 | C: -3 | D: -23
45. Cc1nc(C)c(CC(=O)N2CCC(N3CCC(C(=O)NC4CC4)CC3)CC2)s1
  A: -0.1 | B: -0.6 | C: 5 | D: 9
46. C=CCNC(=O)c1cc2c(=O)n3ccccc3nc2n1C
  A: -0.4 | B: -0.1 | C: 2 | D: -10
47. CCOc1ccccc1C1C(C#N)=C(SCC(N)=O)NC(=O)C1C(=O)OC (stereo not given)
  A: 0.0 | B: 0.5 | C: 2 | D: 10
48. CN(C(=O)c1ccc(C(C)(C)C)cc1)C1(C)CCS(=O)(=O)C1 (stereo not given)
  A: -0.1 | B: -1.0 | C: -3 | D: 3
49. COc1ccc(/C=N/NC(=O)Nc2ccccc2)c(OC)c1
  A: -0.1 | B: -1.3 | C: 9 | D: -52
50. CN(C(=O)c1cnc(N2CCN(c3ccccn3)CC2)c2ccccc12)c1cccc(C(F)(F)F)c1
  A: 0.0 | B: 0.0 | C: 15 | D: 2
51. N#Cc1ccc(OCC(=O)Nc2ncccn2)cc1
  A: 0.1 | B: 2.9 | C: 7 | D: 4
52. CCOc1ccc(NC(=O)c2ccc(F)c(S(=O)(=O)N3CCN(c4cccc(C)c4)C(C)C3)c2)cc1 (stereo not given)
  A: -0.1 | B: -0.3 | C: 10 | D: 12
53. COc1ccc(OC(=O)Nc2ccccc2)cc1
  A: 0.3 | B: -4.2 | C: -1 | D: -61
54. S=c1nc(SCc2ccccc2)[nH]c2ccccc12
  A: 0.6 | B: -0.3 | C: 13 | D: -2
55. CCOc1ccc(C(=O)Nc2c3c(nn2-c2cccc(C)c2C)CSC3)cc1OCC
  A: -0.1 | B: -1.1 | C: -8 | D: -5
56. COc1cccc(CNc2nc3ccccc3c3nc(-c4cccnc4)nn23)c1
  A: 0.6 | B: -0.3 | C: 9 | D: -5
57. CC(C)N(Cc1nc(-c2ccccc2)no1)C(=O)COc1ccc(Br)cc1
  A: 0.1 | B: 1.4 | C: 6 | D: -12
58. CCN(CC)C(=O)c1sc(N)c(C(=O)OC(C)C)c1C
  A: 0.0 | B: 16* | C: 12 | D: 0
59. Cc1ccc(-c2noc(CNC(=O)COc3ccccc3C)n2)cc1
  A: -0.1 | B: 2.6 | C: -1 | D: -3
60. COc1cccc(C(=O)NCC(=O)O)c1
  A: 0.2 | B: 1.7 | C: 18 | D: -2
61. COc1cc(CN2CCN(C(C)=O)CC2)c(O)c(C(C)(C)C)c1
  A: -0.1 | B: 0.9 | C: 7 | D: -9
62. CCCCCCCn1c(-c2nonc2N)nc2ccccc21
  A: 0.2 | B: -0.8 | C: 20 | D: -5
63. COc1cc(C(=O)NCc2ccc(Cl)cc2)c([N+](=O)[O-])cc1OC
  A: -0.1 | B: -0.3 | C: -2 | D: 2
64. O=C(Cn1cnc(Cl)c1Cl)c1ccccc1
  A: -0.1 | B: 4.2 | C: -8 | D: -2
65. COc1ccc(CNc2cccc([N+](=O)[O-])c2)cc1
  A: 0.1 | B: -0.4 | C: -12 | D: 2
66. CCOc1ccc(-n2c(C)c(C(C)=O)c3cc(O)ccc32)cc1
  A: -0.3 | B: -1.1 | C: -29 | D: 0
67. COCCn1c(SCC(=O)Nc2cc(C)ccc2C)nc2c(c1=O)SC(C)C2 (stereo not given)
  A: -0.1 | B: -0.6 | C: -1 | D: 2
68. COc1cccc2sc(Nc3nnc(-c4ccccc4)o3)nc12
  A: -0.1 | B: -3.6 | C: 1 | D: 12
69. Cc1cc(NC(=O)CCS(=O)(=O)c2ccc(Cl)cc2)n[nH]1
  A: -0.1 | B: -0.6 | C: 0 | D: -17
70. CN(C)CCCN1C(=O)C(O)=C(C(=O)c2ccco2)C1c1ccco1 (stereo not given)
  A: 0.0 | B: 1.1 | C: -14 | D: -1
71. COc1ccccc1-n1c(SCC(=O)NCCc2ccccc2)nc2c(sc(=S)n2-c2ccccc2C)c1=O
  A: 0.0 | B: 0.1 | C: 8 | D: -5
72. COCCCNC(=O)/C(=C\c1ccc(N(C)C)cc1)NC(=O)c1ccccc1
  A: 0.1 | B: 0.7 | C: 0 | D: 3
73. O=C(c1cc([N+](=O)[O-])ccc1N1CCOCC1)n1nnc2ccccc21
  A: 0.0 | B: -0.3 | C: -1 | D: -2
74. COc1cc(-c2[nH]nc3c2C(c2ccc(Cl)cc2Cl)C(C#N)=C(N)O3)cc(OC)c1OC (stereo not given)
  A: 0.3 | B: 1.9 | C: 9 | D: 5
75. Cc1nc2ccc3nc(NC(=O)c4ccccc4C)sc3c2s1
  A: 0.0 | B: -0.2 | C: 13 | D: -5
76. CCOC(=O)c1c(NC(=O)C(C)C)sc(C(=O)Nc2cc(OC)ccc2OC)c1C
  A: -0.1 | B: -0.5 | C: 8 | D: 8
77. COc1ccc2c(c1)CCCN2Cn1nc(-c2ccccc2)n(C)c1=S
  A: 0.0 | B: 0.6 | C: 6 | D: 6
78. CC1CCCC/C1=N\Nc1ccc([N+](=O)[O-])cc1S(=O)(=O)N1CCOCC1 (stereo not given)
  A: -0.2 | B: 2.0 | C: 0 | D: 3
79. COc1cccc(OC)c1C(=O)Nc1ccc(Br)c(C)c1
  A: 0.0 | B: -1.0 | C: 4 | D: -1
80. NCCNc1ccc(C(=O)O)cc1[N+](=O)[O-]
  A: 0.3 | B: 2.8 | C: 31 | D: 6
81. CCOc1ccc(C(=O)Nc2ccc3c(c2)C(=O)NC3=O)cc1
  A: 0.1 | B: 0.6 | C: 5 | D: -1

Given in transposed form: part of the list above
(80) NCCNc1ccc(C(=O)O)cc1[N+](=O)[O-]
(79) COc1cccc(OC)c1C(=O)Nc1ccc(Br)c(C)c1
(81) CCOc1ccc(C(=O)Nc2ccc3c(c2)C(=O)NC3=O)cc1
(78) CC1CCCC/C1=N\Nc1ccc([N+](=O)[O-])cc1S(=O)(=O)N1CCOCC1 (stereo not given)
assay / compound	80	79	81	78
FBW7 activator	0.3	0.0	0.1	-0.2
GPR151 activ	2.8	-1.0	0.6	2.0
MITF inh	31	4	5	0
TEAD-YAP inh	6	-1	-1	3
